From PubChem
FBW7 activator: human FBW7 E3 ligase activation, primary screen; Q969H0; AlphaScreen FBW7–phospho-cyclin E peptide binding, activator screen; normalized activity (activation), % at 26.1 µM; hit rate 0.13% among 650,000; AID 1259310; in the data active means normalized activity above about 1.9%;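 further: purified mutant Fbw7 with reduced substrate affinity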
MITF inh: blocks human microphthalmia-associated transcription factor; AlphaScreen MITF homodimerization, bead proximity signal; AID 1259374; inhibition, % at 2.6 µM; hit rate 0.91% among 650,000; in the data active means inhibition above about 50%;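 further: 0% = vehicle wells with protein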
Target sequence (O75030 whole entry, looked up): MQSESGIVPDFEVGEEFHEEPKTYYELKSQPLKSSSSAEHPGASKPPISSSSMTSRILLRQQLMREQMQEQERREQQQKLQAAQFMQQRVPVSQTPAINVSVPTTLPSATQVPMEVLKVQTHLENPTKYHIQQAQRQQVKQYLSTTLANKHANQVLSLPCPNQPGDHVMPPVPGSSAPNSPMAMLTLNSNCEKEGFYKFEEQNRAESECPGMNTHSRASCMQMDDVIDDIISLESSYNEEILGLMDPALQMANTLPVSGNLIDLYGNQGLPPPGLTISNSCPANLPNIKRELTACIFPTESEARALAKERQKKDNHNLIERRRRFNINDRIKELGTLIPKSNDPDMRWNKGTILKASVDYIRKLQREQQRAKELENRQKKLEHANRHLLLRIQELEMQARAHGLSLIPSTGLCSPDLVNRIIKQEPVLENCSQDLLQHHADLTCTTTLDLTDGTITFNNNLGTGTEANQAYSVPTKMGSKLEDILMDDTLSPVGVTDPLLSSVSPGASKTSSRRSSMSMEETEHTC
GPR151 activ: human GPR151 activation; Q8TDV0; PathHunter beta-arrestin GPR151 cells, luminescence; activation, % at 11.2 µM; hit rate 1% among 650,000; AID 1508602; in the data active means activation above about 4.9%;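 further: 0% = median of compound wells and 100% = cells with positive control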
Target sequence (Q8TDV0 whole entry, looked up): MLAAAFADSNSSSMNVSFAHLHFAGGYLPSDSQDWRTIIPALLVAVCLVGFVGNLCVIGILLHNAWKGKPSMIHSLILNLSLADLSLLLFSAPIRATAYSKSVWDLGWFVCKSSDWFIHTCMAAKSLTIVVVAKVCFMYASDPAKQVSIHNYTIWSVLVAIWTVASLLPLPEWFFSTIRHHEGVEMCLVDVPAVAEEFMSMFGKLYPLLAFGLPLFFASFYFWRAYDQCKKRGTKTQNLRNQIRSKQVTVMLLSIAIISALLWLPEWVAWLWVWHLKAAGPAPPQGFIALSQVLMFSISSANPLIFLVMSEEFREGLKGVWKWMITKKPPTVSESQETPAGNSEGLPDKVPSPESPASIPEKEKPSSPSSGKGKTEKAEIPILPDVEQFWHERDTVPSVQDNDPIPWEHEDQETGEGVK
TEAD-YAP block: TEAD-YAP interaction inhibition; HEK-TIYL cells, TEAD-Gal4/YAP UAS-luciferase luminescence; inhibition, % at 9.12 µM; hit rate 1.4% among 640,000; in the data active means inhibition above about 32%;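 further: 0% = median of test compound wells and 100% = reference inhibitor wells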
* marks the source's active call; other numbers are inactive results; & = joins results of further samples.

SMILES	FBW7 activator	MITF inh	GPR151 activ	TEAD-YAP block
CC(=O)Nc1ccc(NC(=O)c2cc(NCc3cccnc3)nc3ccccc23)cc1	-0.3	1	-1.3	-7
COc1cc(/C=C2\C(=O)N(c3ccccc3)N=C2C)ccc1OCCOC(C)=O	-0.8	1	-0.1	4
CCCCOc1ccc(CC(=O)NC(C)(CO)CO)cc1	0.0	10	0.8	9
CCc1ccc(NCc2cc3ccc(OC)cc3n(CC(=O)Nc3ccc4c(c3)OCCO4)c2=O)cc1	0.0	0	-1.0	2
COc1ccc(C(=O)Nc2ccc(N3CCC(N4CCCC(CO)C4)CC3)cc2)cc1 (stereo not drawn)	0.2	1	-0.1	6
CC1=CCC2C(=O)N(c3ccc(C(=O)Nc4ccccc4)cc3)C(=O)C2C1 (stereo not drawn)	-0.2	-15	0.4	-26
O=C(Nc1cccc(C(F)(F)F)c1)c1coc(=O)c2ccccc12	0.1	-3	-0.3	13
CC(C)NS(=O)(=O)c1ccc(N2C(=O)c3ccccc3C2=O)cc1	-0.2	-9	-0.6	4
O=C(/C=C/c1ccccc1)Nc1ccc(Br)cc1	0.2	12	-1.4	-66
CNC(=O)COc1ccc(Br)cc1Cl	-0.1	4	1.1	-10
CC1CCN(C(=O)CN(c2ccc([N+](=O)[O-])cc2)S(=O)(=O)c2ccccc2)CC1	-0.2	-1	-0.3	0
Oc1ccccc1-c1nnc(-c2ccc(Cl)cc2Cl)o1	-0.1	-5	-0.3	-7
CC1CCN(C(c2ccccc2F)c2sc3nc(-c4ccco4)nn3c2O)CC1 (stereo not drawn)	0.1	-9	1.2	6
O=c1[nH]c2ccsc2c(=O)n1-c1ccccc1	-0.2	-5	-1.4	0
Nc1nc(NCc2ccc3c(c2)OCO3)cc(Nc2ccccc2)n1	-0.1	0	4.5	-8
Nc1ccc(C(=O)OCC(=O)NCc2ccco2)cc1[N+](=O)[O-]	0.1	4	-1.1	-14
N#C/C(=C1/NC2(CCCCC2)Cc2ccccc21)c1ccccc1	-0.2	-2	0.1	1
COc1ccc(OC)c(C2/C(=C(\O)c3ccc(Cl)cc3)C(=O)C(=O)N2c2nc3ccccc3s2)c1 (stereo not drawn)	0.1	-9	2.0	-11
CC1=NN(c2ccccc2)C(=O)C1(C)C	-0.1	-4	0.3	3
Cc1ccc2c(C(=O)CNc3nncs3)c(C)[nH]c2c1	0.1	-16	-0.9	-4
O=C(Nc1ccccc1)C1C(=O)NC23CCCCC2C1c1ccccc1O3 (stereo not drawn)	-0.1	-7	0.6	-76
O=C(c1ccc(OC2CCN(Cc3cccc4c3OCO4)CC2)cc1)N1CCCCC1	-0.1	-7	-0.8	1
O=S(=O)(c1ccc2c(c1)CCC2)N1CCNCC1	-0.1	-3	1.1	9
FC(F)(F)c1ccc(Cn2cnc3c(Nc4ccc(N5CCOCC5)cc4)nc(N4CCOCC4)nc32)cc1	-0.1	10	1.7	-1
CC(CNS(=O)(=O)c1ccccc1)c1ccccc1 (stereo not drawn)	0.0	13	2.6	4
O=C(Nc1cc(Oc2ccc3c(c2)CCC3)cc([N+](=O)[O-])c1)c1nn2c(c1Cl)NC(c1ccc(F)cc1)CC2C(F)(F)F (stereo not drawn)	0.1	-16	-1.1	-6
CCOc1ccc(-c2cccc(NC(=O)c3cccc(OC)c3)c2)nn1	0.1	12	-1.9	4
Cc1ccc2c(c1)C1CCCC3C1N2CC(=O)N3Cc1ccccc1 (stereo not drawn)	0.1	-5	-0.9	-4
CCCCCSc1nnc2c(n1)OC(c1cccnc1)Nc1ccccc1-2 (stereo not drawn)	0.1	10	1.0	5
c1cncc(CN2CCCC(c3nc(N4CCOCC4)ncc3-c3ccncc3)C2)c1 (stereo not drawn)	0.1	15	0.0	-3
CCOC(=O)C1=C(N)OC2=C(C(=O)CC(C)(C)C2)C1c1ccc(C(F)(F)F)cc1 (stereo not drawn)	0.7	0	0.2	6
NS(=O)(=O)c1ccc(CCNC(=O)COc2ccc(Cl)cc2)cc1	0.0	9	-0.2	1
COc1ccc(OC)c(N2C(=O)[C@@H]3C[C@H]2CN3C(=O)c2cccc3c(C)c(C)[nH]c23)c1	-0.1	9	0.2	-6
Cc1ccc(CNC(=O)c2sc3ncnc(N4CCCCCC4)c3c2C)o1	0.2	16	1.1	7
Cc1ccc(-n2nnn(C3CC(=O)C4OCC3O4)c2=S)cc1Cl (stereo not drawn)	0.2	16	-2.0	4
CC1CCCCC1NC(=O)COC(=O)c1ccc(C#N)cc1 (stereo not drawn)	-0.3	-3	0.4	4
CCOc1cc(C=C2C(=O)N(C)C(=O)N(C)C2=O)cc(Cl)c1O	-0.6	-1	-0.5	0
COC(CNS(=O)(=O)c1ccc([N+](=O)[O-])cc1)OC	0.0	-8	-2.9	-1
CCOc1ccc(N(C(C)C(=O)NCc2ccc3c(c2)OCO3)S(C)(=O)=O)cc1 (stereo not drawn)	0.1	-4	-0.4	-3
CN(CCc1ccccn1)Cc1ccc(Cl)cc1	0.6	83*	-0.2	4

Reformatted: results already given
Order of results – FBW7 activator | MITF inh | GPR151 activ | TEAD-YAP block
O=C(/C=C/c1ccccc1)Nc1ccc(Br)cc1
→ 0.2 | 12 | -1.4 | -66
CNC(=O)COc1ccc(Br)cc1Cl
→ -0.1 | 4 | 1.1 | -10
CC1CCN(C(=O)CN(c2ccc([N+](=O)[O-])cc2)S(=O)(=O)c2ccccc2)CC1
→ -0.2 | -1 | -0.3 | 0

Filtered by structure: those above containing a furan ring, fused or not
SMILES	FBW7 activator	MITF inh	GPR151 activ	TEAD-YAP block
CC1CCN(C(c2ccccc2F)c2sc3nc(-c4ccco4)nn3c2O)CC1 (stereo not drawn)	0.1	-9	1.2	6
Nc1ccc(C(=O)OCC(=O)NCc2ccco2)cc1[N+](=O)[O-]	0.1	4	-1.1	-14
Cc1ccc(CNC(=O)c2sc3ncnc(N4CCCCCC4)c3c2C)o1	0.2	16	1.1	7

(listing goes on)
SMILES	FBW7 activator	MITF inh	GPR151 activ	TEAD-YAP block
Cc1nn(C)c(C)c1S(=O)(=O)NC1CCCc2ccccc21 (stereo not drawn)	1.1	10	-1.3	11
CC(C)(C)CN1CCC(NC(=O)c2cccc(-n3cc(NC(=O)Nc4ccccc4)cn3)c2)CC1	-0.1	-7	-0.4	-1
COc1cc(OC)cc(C(=O)N2c3ccccc3N3C(c4c(C)cc(C)cc4C)=NON23)c1	0.0	-4	1.3	5
O=C(NNC(=O)c1nn(-c2ccc(Cl)cc2)cc1O)c1cncc(Br)c1	0.1	-3	0.5	8
c1ccc(Oc2ccc(Nc3nc(-c4ccc(N5CCOCC5)nc4)nc4c3ncn4C3CCCCC3)cc2)cc1	0.0	-8	0.1	10
Cc1nc(NCCNC(=O)Cc2ccccc2)cc(N2CCCC2)n1	0.6	11	2.3	9
Cn1c2c(c(=O)[nH]c1=O)C(c1ccc(Cl)cc1Cl)C1=C(N2)c2ccccc2C1=O (stereo not drawn)	0.1	1	0.3	-10
COc1cc2c(cc1OC)C(=O)OC2	0.0	2	0.4	-1
O=C(Nc1cccc(-c2nc3ccccc3s2)c1)c1cc(I)ccc1Cl	0.0	15	-2.1	5
O=C(c1cnn2c1NC(c1ccc(F)cc1)CC2C(F)(F)F)N1CCCCC1 (stereo not drawn)	0.0	3	0.2	-6
COc1cccc(C(=O)N2CCN(Cc3ccccc3F)CC2)c1	0.9	58*	-0.8	3
COc1ccc(N2CCN(Cc3nc4ncccn4c3Br)CC2)cc1	-0.1	-8	2.0	1
COc1cccc(CCNC2CC(=O)N(c3ccc(NC(C)=O)cc3)C2=O)c1 (stereo not drawn)	0.1	-4	0.7	-1
Cc1cccc(C(=O)NC(=S)Nc2ccc(I)cn2)c1	-0.2	-3	-0.2	-27
C=C(C)Cn1c(=O)c2c(nc3n(CC)c(C)cn23)n(C)c1=O	-0.1	-8	0.0	2
Cc1cc(=O)oc2cc(OC(=O)c3cccc(S(=O)(=O)N4CCOCC4)c3)ccc12	0.1	-1	1.3	-6
O=C(c1ccc(-c2cnc3c(n2)[nH]c(=O)n3Cc2ccncc2)cc1)N1CCOCC1	0.8	13	-0.9	-5
C=CCSc1nnc2n(C)c(=O)c3c(n12)-c1ccccc1CC31CCCCC1	0.3	1	0.8	-2
O=C(Nc1ccc2oc(-c3ccncc3)nc2c1)c1ccc(Cl)c([N+](=O)[O-])c1	0.1	-17	0.6	-14
CCOC(=O)Cn1c(=O)n(C2CCCC2)c(=O)c2ccccc21	0.2	15	-1.3	5
CC(C)n1cnc2c(NC3CC3)nc(N3CCC(N4CCOCC4)CC3)nc21	0.0	2	1.0	12
CC(C)NC(=O)c1ccc2c(c1)N(C)CCS2	0.1	-1	-0.6	-27
COc1cc(NC(=O)COC(=O)[C@@H](NC(=O)c2ccccc2)C(C)C)c(C)cc1[N+](=O)[O-]	0.0	-2	0.3	-3
CNC(=S)N(C)C1(c2ccccc2Cl)CCCCC1=O (stereo not drawn)	-0.1	-8	-1.4	-8
Cn1c(=O)c2c(ncn2CCNC2=NCCCCC2)n(C)c1=O	0.6	17	-1.3	5
O=S(=O)(NCCCc1nc2ccccc2[nH]1)c1ccc(Cl)cc1	0.3	18	-0.8	0
O=C(CN1CCN(Cc2ccccc2)CC1)Nc1ccc2c(c1)CCC2	-0.1	2	-0.9	4
CC1=C(C(=O)OC2CCCCC2)C(c2cccc([N+](=O)[O-])c2)C2=C(CC(C)(C)CC2=O)N1 (stereo not drawn)	0.2	2	-0.4	8
FC(F)(F)C1(C(F)(F)F)N=C(N2CCOCC2)OC(N2CCOCC2)=N1	0.1	-3	3.6	-3
COc1ccc(CN2CCN(Cc3ccc(OCCO)cc3)CC2CCO)c(F)c1 (stereo not drawn)	-0.1	2	0.5	11
COc1ccccc1N1CCN(C(=O)c2ccc(Sc3ccc(F)cc3)c([N+](=O)[O-])c2)CC1	-0.5	8	1.1	-6
Cc1nn(C)cc1C(C)NC(=O)c1cc(COc2c(F)cccc2F)on1 (stereo not drawn)	0.7	6	-0.6	-1
Cc1cc(N(C)C)nc(N2CCN(S(=O)(=O)c3ccc(I)cc3)CC2)n1	0.0	-10	0.5	3
COc1ccccc1CC(CC(=O)O)C(=O)Nc1cc(C)ccc1C (stereo not drawn)	0.0	6	2.6	-4
O=C(COc1ccccc1)Nc1ccc(Cl)cc1NC(=O)COc1ccccc1	0.0	-5	2.3	-3
CCC(C)CC(=O)N1CCC(C2(CCC(C)C)NC(=O)N(CCN(C)C)C2=O)CC1 (stereo not drawn)	0.2	7	7.5*	8
COc1ccc(Br)cc1/C=N/NC(=O)C(=O)NC1CCCCC1	0.1	5	0.3	-6
Cc1c(O)c(=O)ccn1C	-0.2&0.4	-5&13	2.1&-2.4	10&0
COc1ccc(Cl)cc1N(C)C(=O)Cn1ncc2c1-c1ccccc1OC2	-0.1	-11	-0.3	1
COc1cc(/C=C2/C(=N)N3N=C(C)SC3=NC2=O)cc(Br)c1OCCOc1ccc(C)cc1C	-0.2	-21	0.2	-4
Cc1ccc(-c2nc3cc(Cl)ccc3o2)cc1NC(=O)COc1ccc(Br)cc1	0.1	-6	0.0	-21
COc1ccc2nc(N3CCC(NCc4cccc(F)c4F)CC3)nc(C)c2c1	0.7	-8	-0.2	5
Cc1ccc(NC(=O)CC(C)S(=O)(=O)c2ccc3c(c2)OCC(=O)N3)cc1Cl (stereo not drawn)	-0.1	-7	-1.0	0
Cc1c(O)ccc(C(=O)COc2ccc(F)cc2)c1O	0.0	9	0.4	-52
COC(=O)C1CN(c2ccc(Cl)cc2)N=C1C(C)=O (stereo not drawn)	0.1	-8	-0.8	8
COC(=O)c1ccccc1NC(=O)C1(c2ccc(OC)c(OC)c2)CCCC1	0.0	-3	3.9	-1
O=c1c2c3c(sc2nc2c4ccccc4c(N4CCOCC4)nn12)CCCCC3	0.3	3	2.0	4
O=[N+]([O-])c1cccnc1Nc1ccc(NS(=O)(=O)c2c(Cl)cccc2Cl)cc1	0.0	19	2.1	-15
COc1ccccc1NC(=O)C12CCC(C1)C(C)(C)C2=O (stereo not drawn)	-0.1	5	0.9	-14
CC1(C)c2ccccc2N2CCC(=O)NC21/C=C/c1ccc(Br)cc1 (stereo not drawn)	0.1	12	-0.2	10
Cc1ccc(Cl)cc1N1CCN(C(=O)c2ccc3c(c2)NC(=O)CS3)CC1	-0.1	11	1.4	60*
O=C(Nc1cccnc1)c1cc(-c2ccc(Br)cc2)on1	0.1	-1	-0.3	-45
CCOc1ccc(Br)cc1C(=O)N/N=C/c1cccnc1	-0.1	-1	-0.1	12
Cc1nn(-c2ccccc2)c(C)c1N1CCN(C(=O)C2CCN(S(C)(=O)=O)CC2)CC1	0.0	0	0.9	1
NC(=O)COc1ccc(-c2ccccc2)cc1	0.1	-2	-1.2	-3
N#Cc1nonc1NCn1nnc2ccccc21	0.0	-2	0.1	8
CCCCCCOC(=O)C1=C(C)NC(=O)NC1c1ccc(Cl)cc1 (stereo not drawn)	0.1	6	0.5	-2

Entries above that have an aryl thioether with sulfur outside any ring, in the order listed:
SMILES	FBW7 activator	MITF inh	GPR151 activ	TEAD-YAP block
CCCCCSc1nnc2c(n1)OC(c1cccnc1)Nc1ccccc1-2 (stereo not drawn)	0.1	10	1.0	5
C=CCSc1nnc2n(C)c(=O)c3c(n12)-c1ccccc1CC31CCCCC1	0.3	1	0.8	-2
COc1ccccc1N1CCN(C(=O)c2ccc(Sc3ccc(F)cc3)c([N+](=O)[O-])c2)CC1	-0.5	8	1.1	-6
